Source: PubChem BioAssay (several laboratories)
CHRM5 PAM: potentiates acetylcholine response at human M5 receptor; P08912; CHO-K1 hM5, Fluo-8 calcium, ACh EC20 PAM; 0% = ACh EC20, 100% = ACh EC100; activation, % at 3 µM; 0.3% of 360,000 active;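 active = activation above the run cutoff, the mean activation of all test compounds plus 3 SD, cut at about 18% in these data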
Target sequence (P08912 whole entry, looked up): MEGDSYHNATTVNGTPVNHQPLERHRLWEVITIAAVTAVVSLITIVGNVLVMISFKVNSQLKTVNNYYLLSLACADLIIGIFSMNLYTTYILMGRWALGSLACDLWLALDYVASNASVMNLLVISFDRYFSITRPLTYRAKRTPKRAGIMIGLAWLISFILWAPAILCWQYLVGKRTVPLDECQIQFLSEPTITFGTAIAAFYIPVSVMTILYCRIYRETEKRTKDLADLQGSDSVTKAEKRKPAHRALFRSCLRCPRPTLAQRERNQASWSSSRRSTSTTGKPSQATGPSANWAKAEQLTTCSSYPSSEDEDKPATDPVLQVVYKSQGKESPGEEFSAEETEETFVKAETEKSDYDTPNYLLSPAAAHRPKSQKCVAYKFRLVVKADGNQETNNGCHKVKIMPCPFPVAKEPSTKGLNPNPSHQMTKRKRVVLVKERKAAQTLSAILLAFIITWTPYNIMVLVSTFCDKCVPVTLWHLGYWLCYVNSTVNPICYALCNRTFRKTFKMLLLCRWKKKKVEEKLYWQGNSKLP
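System – CHO-K1 hM5 cells · Compound – 3 µM, single dose · Incubation – compound preincubation 140 s before EC20 acetylcholine addition · Technique – Fluo-8 calcium fluorescence · Measure – Max/basal fluorescence ratio as % of EC20–EC100 ACh window · Benchmarks – low control EC20 acetylcholine (0%), high control EC100 acetylcholine (100%) · Replication – singlicate, one well per test compound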
CHRM1 antagonist: antagonists of human M1 muscarinic receptor | P11229 | CHO-K1 hM1, Fluo-8 calcium fluorescence, ACh EC80 antagonist | inhibition, % at 3 µM | 1.3% of 360,000 active;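 active = percent inhibition above its own plate's cutoff, namely the mean of that plate's compound wells plus 3 SD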;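 also: peak over basal fluorescence ratio during 140 s after agonist addition; 0% = ACh EC80 plus DMSO and 100% = DMSO alone without agonist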
Target sequence (P11229 whole entry, looked up): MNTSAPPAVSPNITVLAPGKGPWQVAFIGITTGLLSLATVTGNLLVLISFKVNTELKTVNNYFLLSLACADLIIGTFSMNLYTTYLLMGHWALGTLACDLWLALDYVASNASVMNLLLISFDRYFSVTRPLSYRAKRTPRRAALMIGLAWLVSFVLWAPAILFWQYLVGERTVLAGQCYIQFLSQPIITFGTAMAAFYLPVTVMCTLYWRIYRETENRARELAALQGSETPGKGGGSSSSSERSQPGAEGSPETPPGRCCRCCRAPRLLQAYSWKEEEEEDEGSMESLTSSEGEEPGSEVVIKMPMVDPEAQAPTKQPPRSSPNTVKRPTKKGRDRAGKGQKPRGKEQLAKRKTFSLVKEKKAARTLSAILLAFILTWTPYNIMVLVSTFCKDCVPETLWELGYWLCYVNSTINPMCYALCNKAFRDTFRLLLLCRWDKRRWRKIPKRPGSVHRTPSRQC
M4 PAM: CHRM4 positive allosteric modulation. P08173. activation, % at 3 µM. 0.4% of 360,000 active. CHO-K1 hM4/Gqi5, Fluo-8 calcium fluorescence, ACh EC20; 0% = ACh EC20, 100% = maximal ACh;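 active = activation above its plate's cutoff, the mean activation of sample wells plus 3 SD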; also: some results filed as inactive read as strong as hits
M4 ag: agonists of human muscarinic M4 receptor (CHRM4). P08173. CHO-K1 hM4/Gqi5, Fluo-8 calcium fluorescence; vehicle 0%, full acetylcholine response 100%. 0.14% of 360,000 active. activation, % at 3 µM;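 active = activation above the run mean over all test wells plus 3 SD, cut at about 32% in these data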;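 also: peak over basal fluorescence ratio per well then scaled between controls; 0% = DMSO wells and 100% = acetylcholine at EC100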
M1 PAM: potentiates human M1 receptor response to acetylcholine. P11229. CHO-K1 hM1, Fluo-8 calcium fluorescence, ACh EC20; 0% = ACh EC20, 100% = maximal ACh. activation, % at 3 µM. 0.088% of 360,000 active. AID 588819; in the data active = activation above about 19%, passing the limit was not always enough
CRFR2-BP ag: CRF-BP/CRF-R2 complex agonism | HEK293 CRF-R2/CRF-BP, calcium dye fluorescence (FLIPR); percent of saturating CRF peptide response | 0.46% of 350,000 active | AID 588473 | activation, % at 13.2 µM;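 active = activation of at least 50%, plus an integration ratio under a set limit after plate pattern correction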;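 also: plate controls were neutral control wells without compound for no effect and CRF at EC100 for full effect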
M5 ag: agonists of human muscarinic M5 receptor (CHRM5); AID 624037; 0.19% of 360,000 active; activation, % at 3 µM; CHO-K1 hM5 cells, Fluo-8 calcium fluorescence; 0% DMSO wells, 100% maximal acetylcholine response;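 active = activation above the run's mean over test compounds plus 3 SD, cut at about 23% in these data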;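 also: signal is peak over basal fluorescence ratio across the kinetic read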
CHRM4 antagonist: blocks acetylcholine activation of human M4 receptor; CHO-hM4 cells, ACh EC80, Fluo-8 calcium fluorescence; 0.73% of 360,000 active; AID 624125; inhibition, % at 3 µM; P08173;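 active = inhibition above its plate's cutoff, the mean inhibition of sample wells plus 3 SD, cut at about 27% in these data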;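 also: 0% = acetylcholine EC80 with DMSO and 100% = DMSO without agonist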
CHRM5 antagonist: antagonists of human muscarinic M5 receptor (CHRM5); AID 624040; CHO-hM5 cells, Fluo-8 calcium fluorescence, ACh EC80; inhibition, % at 3 µM; 0.59% of 360,000 active; P08912;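 active = inhibition above a per-plate cutoff, the mean of that plate's test compounds plus 3 SD, cut at about 27% in these data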;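 also: 0% = acetylcholine EC80 with DMSO and 100% = DMSO without agonist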
The depositor's hits bear a star; nt = no result given.

SMILES	CHRM5 PAM	CHRM1 antagonist	M4 PAM	M4 ag	M1 PAM	CRFR2-BP ag	M5 ag	CHRM4 antagonist	CHRM5 antagonist
COCCn1c(C)cc(C(=O)CSc2cc(C)c3ccc(OC)cc3n2)c1C	-2	4	3	7	-2	3.8	0	-4	12
CCOC(=O)/C=C/C(=O)OCC(=O)Nc1ccc(Cl)cc1Cl	4	-9	2	2	9	-5.3	-1	-1	-3
O=C(NC1CCCc2ccccc21)c1ccc(=O)[nH]c1 (stereo unspecified)	0	-10	9	2	9	-1.2	-4	-8	-9
CCCc1nc(SCC(=O)NCC2CCCO2)c2c(=O)n(C)c(=O)n(C)c2n1 (stereo unspecified)	-6	-11	10	2	9	-1.7	-2	7	19
O=C(N=c1ccn(-c2nc3ccccc3nc2NS(=O)(=O)c2ccc(Cl)cc2)cc1)c1cccs1	5	-11	7	0	5	42	-2	-4	7
O=S(=O)(c1ccc(Br)cc1)c1nc(-c2ccccc2)oc1NCc1cccnc1	0	-6	0	0	6	1.4	0	-4	7
COc1ccc(NC(=O)N(C)C[C@H]2Oc3ccc(NC(=O)CCC(F)(F)F)cc3C(=O)N([C@H](C)CO)C[C@@H]2C)cc1	11	-2	9	2	6	-0.3	3	-6	3
CCc1ccccc1N(CC(=O)NCc1ccco1)C(=O)CCC(=O)Nc1nccs1	-5	4	2	0	0	-2.2	0	5	18
COc1ccccc1N(C(=O)CCl)c1cn(C(C)=O)c2ccccc12	7	-10	0	1	10	-4.4	-3	6	4
O=C(Cn1nc(Cc2cccnc2)c2ccccc2c1=O)Nc1cccnc1Cl	-9	7	-5	0	-4	-1.2	-3	5	25
C[C@H](CO)N1C[C@H](C)[C@@H](CN(C)Cc2cccnc2)Oc2cc(-c3cccnc3)ccc2S1(=O)=O	-2	-2	2	1	0	-1.3	-1	-5	2
CC1(C)C(=O)Nc2ccccc2N1C(=O)COc1cc(Cl)ccc1Cl	-1	-2	1	2	3	-3.1	-3	-9	7
COc1ccc(/C=C/C(=O)OCC(=O)NCCC2=CCCCC2)cc1S(=O)(=O)N1CCOCC1	-7	4	-12	10	0	-2.1	-1	-1	5
O=C(CN1C(=O)NC2(CCCC2)C1=O)OCCOc1ccc(Cl)cc1Cl	-5	-9	-8	5	-2	-0.9	1	-7	4
CC(C)(C)c1ccc(OCCCNCc2ccccc2)cc1	-5	7	-8	7	-4	1.5	1	-2	2
O=c1cc(CSc2nnnn2-c2ccccc2)nc2scc(-c3ccccc3)n12	-1	-12	-5	3	-6	0.4	-3	1	8
CCS(=O)(=O)n1nc(-c2ccccc2)nc1SCc1ccccc1	15	9	11	2	-5	0.7	-7	17	-5
O=C(CNC(=O)c1ccc2c(c1)OCCO2)N/N=C/c1ccc(O)cc1O	16	-5	15	1	12	-4.4	-2	1	-9
CCC(=O)N(C)CCc1cc2c(c(OC)c1/C=N/NC(=O)c1ccc(Br)cc1)OCO2	-5	-8	-3	8	0	-7.9	-3	-15	-3
CCC/C=C/c1ccc(CN2C(C)C(=O)N(Cc3cn(CCC4OCCO4)nn3)CCS2(=O)=O)cc1 (stereo unspecified)	0	-14	3	4	11	0.3	-2	-3	5
CCN(CC(=O)Nc1ccccc1C(F)(F)F)C(=O)C1CC(=O)N(Cc2ccccc2)C1 (stereo unspecified)	0	24	-2	1	-6	-0.5	1	-5	2
Cc1ccc(NC(=O)CCS(=O)(=O)c2cccc3nonc23)cc1Cl	-2	-4	-2	3	13	0.6	-1	1	3
O=C(Cc1ccccc1)Nc1cccc(-c2nnc(-c3ccco3)o2)c1	-9	-17	-6	8	-6	0.2	1	1	0
CCOc1ccccc1NC(=O)C1CCN(S(C)(=O)=O)CC1	-2	-7	2	0	9	1.2	2	3	10

Exported with two lines to a compound: part of the list above.
The line under a structure holds: CHRM5 PAM, CHRM1 antagonist, M4 PAM, M4 ag, M1 PAM, CRFR2-BP ag, M5 ag, CHRM4 antagonist, CHRM5 antagonist
C[C@H](CO)N1C[C@H](C)[C@@H](CN(C)Cc2cccnc2)Oc2cc(-c3cccnc3)ccc2S1(=O)=O
    -2, -2, 2, 1, 0, -1.3, -1, -5, 2
CC1(C)C(=O)Nc2ccccc2N1C(=O)COc1cc(Cl)ccc1Cl
    -1, -2, 1, 2, 3, -3.1, -3, -9, 7
COc1ccc(/C=C/C(=O)OCC(=O)NCCC2=CCCCC2)cc1S(=O)(=O)N1CCOCC1
    -7, 4, -12, 10, 0, -2.1, -1, -1, 5
O=C(CN1C(=O)NC2(CCCC2)C1=O)OCCOc1ccc(Cl)cc1Cl
    -5, -9, -8, 5, -2, -0.9, 1, -7, 4
CC(C)(C)c1ccc(OCCCNCc2ccccc2)cc1
    -5, 7, -8, 7, -4, 1.5, 1, -2, 2
O=c1cc(CSc2nnnn2-c2ccccc2)nc2scc(-c3ccccc3)n12
    -1, -12, -5, 3, -6, 0.4, -3, 1, 8
CCS(=O)(=O)n1nc(-c2ccccc2)nc1SCc1ccccc1
    15, 9, 11, 2, -5, 0.7, -7, 17, -5
O=C(CNC(=O)c1ccc2c(c1)OCCO2)N/N=C/c1ccc(O)cc1O
    16, -5, 15, 1, 12, -4.4, -2, 1, -9
CCC(=O)N(C)CCc1cc2c(c(OC)c1/C=N/NC(=O)c1ccc(Br)cc1)OCO2
    -5, -8, -3, 8, 0, -7.9, -3, -15, -3
CCC/C=C/c1ccc(CN2C(C)C(=O)N(Cc3cn(CCC4OCCO4)nn3)CCS2(=O)=O)cc1 (stereo unspecified)
    0, -14, 3, 4, 11, 0.3, -2, -3, 5
CCN(CC(=O)Nc1ccccc1C(F)(F)F)C(=O)C1CC(=O)N(Cc2ccccc2)C1 (stereo unspecified)
    0, 24, -2, 1, -6, -0.5, 1, -5, 2
Cc1ccc(NC(=O)CCS(=O)(=O)c2cccc3nonc23)cc1Cl
    -2, -4, -2, 3, 13, 0.6, -1, 1, 3
O=C(Cc1ccccc1)Nc1cccc(-c2nnc(-c3ccco3)o2)c1
    -9, -17, -6, 8, -6, 0.2, 1, 1, 0
CCOc1ccccc1NC(=O)C1CCN(S(C)(=O)=O)CC1
    -2, -7, 2, 0, 9, 1.2, 2, 3, 10

(cont.)
SMILES	CHRM5 PAM	CHRM1 antagonist	M4 PAM	M4 ag	M1 PAM	CRFR2-BP ag	M5 ag	CHRM4 antagonist	CHRM5 antagonist
CSc1ccccc1C(=O)NCc1ccc2c(c1)OCO2	-6	15	-9	2	-10	-0.3	3	4	-4
COc1cc(C2NC(=O)NC(C)=C2C(=O)OCc2ccccc2)ccc1O (stereo unspecified)	7	-1	4	2	5	-2.6	1	-4	-5
Cc1ccc2cc(C#N)c(N3CCCN(C(=S)NCCCN(C)C)CC3)nc2c1	3	8	-7	1	-4	-1.2	-3	6	2
COC(=O)c1cc(NC(=O)c2ccc(-c3ccccc3)cc2)ccc1Cl	-4	4	8	0	-4	1.0	-4	7	3
CCOc1ccc(C2CC(c3cccc(OC)c3)Nc3nc(N)nn32)cc1 (stereo unspecified)	-2	-12	-2	1	8	-0.2	2	-11	1
COc1ccccc1CNc1ncnc2cc(Cl)ccc12	-8	10	-9	10	-4	0.0	5	-3	1
O=C(O)c1cc(-c2cccs2)nn1-c1ccc(F)cc1	-2	4	2	0	11	1.6	-1	1	7
COc1cc(/C=N/n2cc(-c3ccccc3)[nH]c2=S)cc(OC)c1O	-5	-12	11	3	8	-4.5	-5	23	-5
CCOC(=O)c1cc(-c2ccc3c(c2)OCCO3)nc2c1c(C)nn2CCC#N	-8	1	-2	1	-3	-1.1	-6	13	4
COc1ccc(/C=N/NC(=O)c2ccco2)cc1Cn1nc(C)cc1C	-1	-3	6	1	1	-0.3	-1	6	7
Cc1cc(-c2csc(N)n2)c(C)n1CCC(C)C	5	-3	14	1	7	0.6	1	-2	-3
C=CCC(NCCCO)c1cccc(OC)c1OC (stereo unspecified)	1	-7	6	0	-5	-0.8	-3	2	-1
Cn1c(=S)c2[nH]c(SCCN3CCCC3)nc2n(C)c1=O	0	-22	-1	0	21	-1.1	-1	-14	2
CC(C)CNC(=S)NC(=O)c1ccccc1Cl	3	-11	-12	-2	0	-0.8	-3	2	0
O=C(O)c1ccccc1C(=O)Nc1ccc(Nc2ccc([N+](=O)[O-])cc2[N+](=O)[O-])cc1	-2	-17	-7	1	9	-3.1	-4	-1	1
COc1ccc(-c2csc(N(CC(C)C)C(=O)c3ccco3)n2)cc1	-10	-15	-2	-1	14	1.0	-7	-1	18
NC(=O)c1ccccc1NC(=O)CCn1c(=S)oc2ccccc21	-2	-9	2	2	8	-1.3	-3	7	5
Cc1cccc(N2CCN(c3nc4nonc4nc3N3CCSCC3)CC2)n1	-2	-7	0	0	3	-1.0	0	-4	0
Oc1ccccc1C=NN=Cc1c(O)ccc2ccccc12	4	26	10	1	-5	144*	6	-11	-6
COCCNC(=O)C(C)OC(=O)c1cc2sccc2n1C (stereo unspecified)	0	-3	2	1	5	-5.3	-2	-1	2
O=C1C=C(NCCc2ccccc2)C2(CCCCC2)O1	4	-3	10	2	5	-0.8	3	-3	0
O=C(Nc1ccc(N2CCOCC2)c(Cl)c1)c1ccc(Cl)cc1	-16	6	-4	10	-11	-0.7	-1	-2	2
CC(=O)N1CCc2cc(S(=O)(=O)CCC(=O)NCc3ccco3)ccc21	1	-6	-3	0	10	0.5	-3	1	-2
Cc1ccccc1NC(=O)CSc1nnc2ccc(-c3ccncc3)nn12	4	-4	3	1	7	-1.0	0	-7	1
COC(=O)c1sccc1-n1cccc1C(=O)C(=O)Nc1ccc(F)cc1	4	10	7	4	-2	-1.2	-2	-11	-1
CN1OC[C@@H]2CN(C(=O)C(C)(C)C)[C@H](c3ccc(-c4cccnc4)cc3)C[C@@H]21	0	8	3	1	5	nt	2	-14	-2
COc1ccc(CC(=O)N(C)CC(=O)Nc2cccc(F)c2)cc1S(=O)(=O)N1CCOCC1	-1	-20	8	0	17	-1.3	-3	1	9
CCc1ccc(NC(=O)CSc2nc3ccsc3c(=O)n2CCC(=O)O)cc1	-1	-4	3	0	4	6.2	-2	-9	-8
CCN(Cc1ccncc1)C(=O)CSc1ccc2ccccc2c1	-7	8	-6	4	-3	2.7	-3	4	4
Cc1onc(-c2ccc(Cl)cc2Cl)c1C(=O)/C=C/N(C)C	-24	7	-32	17	-7	-2.8	4	0	12
Cc1ccc(C(C(=O)NC2CCCCC2)N(Cc2ccco2)C(=O)C2COc3ccccc3O2)o1 (stereo unspecified)	-8	5	-2	1	2	2.8	-7	2	2
Cc1ccc(NC(=O)[C@@H]2CCCN2C(=O)[C@@H]2Cc3ccccc3CN2)c(C)c1	-4	-6	12	-2	4	-0.3	-7	-1	16
